PhoP GFP inhibition = Inhibition of PhoP regulon, Salmonella typhi GFP reporter cells, confirmation, 4 h (AID 1850) | Salmonella Typhi PhoP-promoter GFP reporter, fluorescence, 4 h; higher % means a stronger effect | inhibition, % at 50 µM, or IC50 in µM where a hit was titrated | 310,000 tested, 0.33% active; in the data active = a potency from the dose series; inconclusive = inhibition mostly from about 25% at the one dose, without a potency; inactive = the rest, 99 in 100 with inhibition below about 19%;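 also: 0% = induced wells with vehicle and 100% = uninduced wells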
H1N1 NS1A inhibition = H1N1 influenza NS1A inhibitors, functional cell based assay (AID 504329); NS1A functional cell-based assay, percent inhibition; higher % means a stronger effect; inhibition, % at 12.5 µM, or IC50 in µM where a hit was titrated; 340,000 tested, 0.3% active; in the data active = a potency from the dose series; inconclusive = inhibition above about 27% without an active follow-up result; also: strong numbers were not always called active
H37Rv inhibition = M. tuberculosis growth inhibition, HTS (AID 449762). M. tuberculosis H37Rv growth inhibition, 7H9 media; higher % means a stronger effect. inhibition, % at 25 µM, or IC50 in µM where a hit was titrated. 330,000 tested, 0.59% active; in the data active = a potency from the dose series; inconclusive = inhibition above about 70% without an active follow-up result;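 also: bacterial growth assessed after seven days of incubation; strong numbers were not always called active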
tuberculosis growth = growth inhibition of non-replicating M. tuberculosis (AID 488890) | Mycobacterium tuberculosis non-replicating, growth inhibition; higher % means a stronger effect | inhibition, % at 25 µM; hits with a dose series show IC50 in µM | 320,000 tested, 0.39% active; in the data active = a potency from the dose series; inconclusive = inhibition mostly from about 82% at the one dose, without a potency; inactive = the rest, 99 in 100 with inhibition below about 76%;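 also: plate controls were DMSO cells for no effect and high antibiotic wells for full effect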
VEEV TC-83 Vero = inhibitors of VEEV TC-83 cytopathic effect, confirmation, Vero cells (AID 588727). inhibition, % at 20 µM, or IC50 in µM where a hit was titrated. Vero cells, VEEV TC-83 cytopathic effect inhibition; higher % means a stronger effect. 350,000 tested, 0.13% active; in the data active = a potency from the dose series; inconclusive = inhibition mostly from about 14% at the one dose, without a potency; inactive = the rest, 99 in 100 with inhibition below about 12%; also: strong numbers were not always called active
VEEV TC-83 Vero 10K pilot screen = second read-out of VEEV TC-83 Vero, no call of its own (marks repeat the call); inhibition, %; measured here: 10K pilot screen inhibition
Numbers without * were called inactive. Rows were taken by chance; overall some 1.5% were active at least once.

O=C(Cn1nc(-c2ccccc2)ccc1=O)NCC1COCCO1 (stereo unspecified) was read as PhoP GFP inhibition 0%, H1N1 NS1A inhibition -1%, H37Rv inhibition -7%, tuberculosis growth 0%, VEEV TC-83 Vero 1.3% and VEEV TC-83 Vero 10K pilot screen 1.7.
COc1ccc(C(=O)N(C)CCCC2CCCC2)cc1OC1CCN(C(C)=O)CC1 was read as PhoP GFP inhibition -2%, H1N1 NS1A inhibition -15%, H37Rv inhibition -10%, tuberculosis growth 3% and VEEV TC-83 Vero 6.3%.
`C[C@H](NS(=O)(=O)OCC(Cl)(Cl)Cl)C1CC1c1ccccc1` (stereo partly specified) gave PhoP GFP inhibition -4%, H1N1 NS1A inhibition 11%, H37Rv inhibition inconclusive, tuberculosis growth inconclusive and VEEV TC-83 Vero 3.0%.
CC(O)c1ccc(Oc2cnccn2)cc1 (stereo unspecified) was read as PhoP GFP inhibition -2%, H1N1 NS1A inhibition -6%, H37Rv inhibition 6%, tuberculosis growth -10% and VEEV TC-83 Vero 1.1%.
For O=C(CN1CCC(n2nnc3cc(C(F)(F)F)ccc32)CC1)N1CCc2ccccc21 the results were PhoP GFP inhibition -6%, H1N1 NS1A inhibition 9%, H37Rv inhibition -6%, tuberculosis growth 7% and VEEV TC-83 Vero 0.2%.
`O=[N+]([O-])c1csc2ccccc12` gave H1N1 NS1A inhibition 0% and VEEV TC-83 Vero 1.7%.
For COCCCNC(NC(=O)c1ccc(Cl)cc1)C(Cl)(Cl)Cl (stereo unspecified) the results were PhoP GFP inhibition -9%, H1N1 NS1A inhibition 1%, H37Rv inhibition 0%, tuberculosis growth 17% and VEEV TC-83 Vero 1.6%.
Screening O=S(=O)(c1ccc(N2CCCC2)cc1)C(F)(F)F returned PhoP GFP inhibition -2%, H1N1 NS1A inhibition 4%, H37Rv inhibition -19%, tuberculosis growth 15%, VEEV TC-83 Vero inactive and VEEV TC-83 Vero 10K pilot screen 1.3.
O=C(O)CCN1C(=O)c2ccccc2Sc2ncccc21 was read as PhoP GFP inhibition 0%, H1N1 NS1A inhibition -3%, H37Rv inhibition 5%, tuberculosis growth -13% and VEEV TC-83 Vero 0.7%.
Screening COC(=O)C1=C(C(=O)c2ccc(C)cc2)C(c2ccc(OC)c(OC)c2)n2nnnc2N1 (stereo unspecified) returned PhoP GFP inhibition -7%, H1N1 NS1A inhibition 7%, H37Rv inhibition -13%, tuberculosis growth 3% and VEEV TC-83 Vero 1.4%.
CC(C)[C@H](NC(=O)c1ccccc1F)C(=O)OCC(=O)NC1CC1 was read as H1N1 NS1A inhibition 3%, H37Rv inhibition 5%, tuberculosis growth -1% and VEEV TC-83 Vero 0.4%.
For COc1cc(-c2nc3cnccn3c2Nc2ccc(C(C)C)cc2)ccc1O the results were PhoP GFP inhibition -4%, H1N1 NS1A inhibition -1%, H37Rv inhibition -8%, tuberculosis growth 20% and VEEV TC-83 Vero 5.9%.
COc1ccc(C2c3[nH]c4ccccc4c3CCN2CCCn2cccn2)cc1C (stereo unspecified) was read as PhoP GFP inhibition 3%, H1N1 NS1A inhibition 3%, H37Rv inhibition 61%, tuberculosis growth 41% and VEEV TC-83 Vero 2.2%.
COC(=O)Nc1ccc(S(=O)(=O)Nc2cnc3ccccc3n2)cc1 was read as PhoP GFP inhibition 6%, H1N1 NS1A inhibition -15%, H37Rv inhibition -3%, tuberculosis growth 5% and VEEV TC-83 Vero 1.4%.
For Cn1c(CN2CCOCC2)nnc1SCC(=O)Nc1ccc2c(c1)OCCO2 the results were PhoP GFP inhibition -3%, H1N1 NS1A inhibition -9%, H37Rv inhibition -9%, tuberculosis growth 7% and VEEV TC-83 Vero 3.0%.
For CCn1c(CC(=O)Nc2ccccc2Cl)nnc1SCC(=O)NC1CCCC1 the results were PhoP GFP inhibition 3%, H1N1 NS1A inhibition -1%, H37Rv inhibition 0%, tuberculosis growth 7% and VEEV TC-83 Vero 1.3%.
`CC(C(=O)OCC(=O)c1ccc(Br)cc1)N1C(=O)C2C3C=CC(C3)C2C1=O` (stereo unspecified) gave PhoP GFP inhibition 4%, H1N1 NS1A inhibition -9%, H37Rv inhibition 3%, tuberculosis growth 24% and VEEV TC-83 Vero 0.7%.
For Cc1ccc(C)c(CN2C(=O)c3ccccc3S(=O)(=O)c3ccc(C(=O)N4CCN(C)CC4)cc32)c1 the results were PhoP GFP inhibition -6%, H1N1 NS1A inhibition 1%, H37Rv inhibition -6%, tuberculosis growth 16% and VEEV TC-83 Vero 0.5%.
Screening Fc1cccc(Cl)c1CNn1cn[nH]c1=S returned PhoP GFP inhibition -9%, H1N1 NS1A inhibition -7%, H37Rv inhibition -2%, tuberculosis growth 15% and VEEV TC-83 Vero 0.9%.
Screening Cc1ccc(C2=NCCn3nc4cc([N+](=O)[O-])ccc4c32)cc1 returned PhoP GFP inhibition -5%, H1N1 NS1A inhibition 0%, H37Rv inhibition 4%, tuberculosis growth 17%, VEEV TC-83 Vero inactive and VEEV TC-83 Vero 10K pilot screen 0.4.
For Cc1ccccc1Cn1c(=O)sc2ccccc2c1=O the results were PhoP GFP inhibition 5%, H1N1 NS1A inhibition -3%, H37Rv inhibition 9%, tuberculosis growth 7% and VEEV TC-83 Vero 2.6%.
CCc1nn(CC(=O)NCCN2CCN(C)CC2)c(=O)c2cc3occc3n12 was read as PhoP GFP inhibition 6%, H1N1 NS1A inhibition -2%, H37Rv inhibition 0%, tuberculosis growth -6% and VEEV TC-83 Vero 2.8%.
CC(=O)c1ccc(N(CC(=O)NCCc2ccccc2)C(=O)c2csnn2)cc1 was read as PhoP GFP inhibition 0%, H1N1 NS1A inhibition 4%, H37Rv inhibition 3%, tuberculosis growth -14% and VEEV TC-83 Vero 0.2%.
For O=S(=O)(NCc1cccs1)NCc1ccccc1F the results were PhoP GFP inhibition -6%, H1N1 NS1A inhibition -1%, H37Rv inhibition 6%, tuberculosis growth 5% and VEEV TC-83 Vero inactive.
CN(C(=O)CCOc1ccccc1)c1c(N)n(Cc2ccccc2)c(=O)[nH]c1=O was read as PhoP GFP inhibition 1%, H1N1 NS1A inhibition -2%, H37Rv inhibition -2%, tuberculosis growth -10% and VEEV TC-83 Vero 0.6%.
`CCN(CC)c1ccc(C(=O)NC(=S)N2CCN(Cc3ccc4c(c3)OCO4)CC2)cc1` gave PhoP GFP inhibition -11%, H1N1 NS1A inhibition 4%, H37Rv inhibition 0%, tuberculosis growth -12% and VEEV TC-83 Vero inactive.
`O=C(CN(C(=O)CCC(=O)Nc1ccccn1)C1CCCC1)NCc1ccccc1` gave PhoP GFP inhibition -15%, H1N1 NS1A inhibition -6%, H37Rv inhibition 0%, tuberculosis growth 2% and VEEV TC-83 Vero 1.8%.
Screening CCC(=O)Oc1ccc2oc(=O)cc(C)c2c1 returned PhoP GFP inhibition -5%, H1N1 NS1A inhibition -7%, H37Rv inhibition -1%, tuberculosis growth 28% and VEEV TC-83 Vero 1.1%.
For COC(=O)c1ccc(NC(=O)CN2C(=O)CNC2=O)cc1 the results were PhoP GFP inhibition 5%, H1N1 NS1A inhibition 7%, H37Rv inhibition inconclusive, tuberculosis growth 50% and VEEV TC-83 Vero 1.1%.
Cc1ccc(-n2cc(CN3CCN(c4ccccn4)CC3)c(-c3ccc(F)cc3)n2)cc1 was read as PhoP GFP inhibition 10%, H1N1 NS1A inhibition 0%, H37Rv inhibition inconclusive, tuberculosis growth 17% and VEEV TC-83 Vero 0.1%.

Quoted at random: two entries already listed.
COc1ccc(C2c3[nH]c4ccccc4c3CCN2CCCn2cccn2)cc1C (stereo unspecified) was read as PhoP GFP inhibition 3%, H1N1 NS1A inhibition 3%, H37Rv inhibition 61%, tuberculosis growth 41% and VEEV TC-83 Vero 2.2%.
`O=C(CN(C(=O)CCC(=O)Nc1ccccn1)C1CCCC1)NCc1ccccc1` gave PhoP GFP inhibition -15%, H1N1 NS1A inhibition -6%, H37Rv inhibition 0%, tuberculosis growth 2% and VEEV TC-83 Vero 1.8%.

Further records follow:
`CC1CC(C)CN(S(=O)(=O)c2ccc3c(c2)n(C)c(=O)c(=O)n3C)C1` (stereo unspecified) gave PhoP GFP inhibition 0%, H1N1 NS1A inhibition -4%, H37Rv inhibition 3%, tuberculosis growth -21% and VEEV TC-83 Vero 0.6%.
COC(=O)CC(=O)c1ccc2c(c1)OCO2 was read as PhoP GFP inhibition 3%, H1N1 NS1A inhibition 7%, H37Rv inhibition -4%, tuberculosis growth -21%, VEEV TC-83 Vero 0.2% and VEEV TC-83 Vero 10K pilot screen 0.8.
For COc1ccc(C(=O)NC(=S)Nc2nnn(C)n2)cc1 the results were PhoP GFP inhibition -2%, H1N1 NS1A inhibition -5%, H37Rv inhibition -5%, tuberculosis growth -17% and VEEV TC-83 Vero 1.4%.
`Cc1ccc(N2C(=O)NC(=O)/C(=C\C=C\c3ccco3)C2=O)cc1C` gave PhoP GFP inhibition -6%, H1N1 NS1A inhibition 27%, H37Rv inhibition 44%, tuberculosis growth 13% and VEEV TC-83 Vero 11%.
CN(C)S(=O)(=O)c1ccc(NC(=O)c2ccc(Br)o2)cc1 was read as PhoP GFP inhibition 8%, H1N1 NS1A inhibition 0%, H37Rv inhibition -14%, tuberculosis growth 18% and VEEV TC-83 Vero 0.2%.
For CC(C)Cc1cc(C(=O)NCCc2ccccc2)no1 the results were PhoP GFP inhibition -30%, H1N1 NS1A inhibition 5%, H37Rv inhibition 3%, tuberculosis growth 38% and VEEV TC-83 Vero inactive.
Nc1[nH]c(=O)[nH]c(=O)c1N=Nc1ccccc1Cl was read as PhoP GFP inhibition 3%, H1N1 NS1A inhibition 6%, H37Rv inhibition -8%, tuberculosis growth 12% and VEEV TC-83 Vero 2.8%.
Screening Cc1cc(C)nc(NC(=O)c2cccc(Br)c2)n1 returned PhoP GFP inhibition 3%, H1N1 NS1A inhibition 1%, H37Rv inhibition -1%, tuberculosis growth 1% and VEEV TC-83 Vero 0.3%.
CC(C)N(Cc1nccn1C)C(=O)c1ccc2oc(Cc3ccccc3)nc2c1 was read as H1N1 NS1A inhibition 5% and VEEV TC-83 Vero inactive.
Cc1ccccc1N1CCN(CCCN2C(=O)C3CCCCN3C2=O)CC1 (stereo unspecified) was read as PhoP GFP inhibition -8%, H1N1 NS1A inhibition 21%, H37Rv inhibition 3%, tuberculosis growth -16% and VEEV TC-83 Vero inactive.
`Cc1nc(C(=O)N(C)C)nn1-c1cc(Cl)cc(Cl)c1` gave PhoP GFP inhibition -14%, H1N1 NS1A inhibition -1%, H37Rv inhibition -8%, tuberculosis growth 2% and VEEV TC-83 Vero 2.9%.
For O=C(c1ccco1)N1CCN(Cc2nnnn2CCc2ccccc2)CC1 the results were PhoP GFP inhibition -2%, H1N1 NS1A inhibition 3%, H37Rv inhibition -8%, tuberculosis growth -2% and VEEV TC-83 Vero 2.0%.
For O=C(N/N=C/c1cccnc1)c1ccc(F)cc1 the results were PhoP GFP inhibition 55%, H1N1 NS1A inhibition 4%, H37Rv inhibition 0%, tuberculosis growth 0% and VEEV TC-83 Vero 2.5%.
For N#CC(NC(=O)OCc1ccccc1)c1ccccc1 (stereo unspecified) the results were PhoP GFP inhibition 3%, H1N1 NS1A inhibition -4%, H37Rv inhibition 0%, tuberculosis growth 7%, VEEV TC-83 Vero 0.4% and VEEV TC-83 Vero 10K pilot screen 1.0.
CCC(C)N(C(=O)CN1C(=O)NC2(CCc3ccccc32)C1=O)C1CCS(=O)(=O)C1 (stereo unspecified) was read as H1N1 NS1A inhibition 0%, H37Rv inhibition -2%, tuberculosis growth 0% and VEEV TC-83 Vero 1.1%.
`COC(=O)C1=CN(C2CC2)C=C(C(=O)OC)C1c1ccc(C(F)(F)F)cc1` gave PhoP GFP inhibition 10%, H1N1 NS1A inhibition -5%, H37Rv inhibition -7%, tuberculosis growth -5% and VEEV TC-83 Vero 0.0%.
Screening O=C(O)C1CCC(c2ccc(-c3ccccc3)cc2)CC1 (stereo unspecified) returned PhoP GFP inhibition -8%, H1N1 NS1A inhibition -2%, H37Rv inhibition 5%, tuberculosis growth 63% and VEEV TC-83 Vero 0.1%.
`CCCC/C=C/C(NC(=O)c1ccc(C(=O)OC)cc1)c1ccccc1` (stereo unspecified) gave PhoP GFP inhibition 3%, H1N1 NS1A inhibition -5%, H37Rv inhibition 1%, tuberculosis growth -4% and VEEV TC-83 Vero inactive.
For Cc1cc(C)c(C)c(S(=O)(=O)N2CCN(C(=O)c3ccco3)CC2)c1C the results were PhoP GFP inhibition -13%, H37Rv inhibition 4%, tuberculosis growth 0% and VEEV TC-83 Vero 2.7%.
`COc1ccccc1CCC(=O)OCc1csc(CC(=O)Nc2ccccc2C)n1` gave PhoP GFP inhibition 13%, H1N1 NS1A inhibition -8%, H37Rv inhibition 9%, tuberculosis growth 56% and VEEV TC-83 Vero 4.1%.
